# PhoP inhibition: inhibitors of PhoP regulon expression, primary screen, Salmonella Typhimurium, GFP reporter (AID 1863); S. Typhimurium PhoP-regulated promoter GFP reporter, 4 h; higher % means a stronger effect; one-dose inhibition, % at 50 µM; IC50 in µM for titrated hits; 300,000 tested, 0.16% active;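 active = inhibition over 29.93%, a cutoff 3 SD above the screen mean, later confirmed by dose response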;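 note: 0% = low Mg2+ inducing control and 100% = high Mg2+ repressing control; strong numbers were not always called active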
# SIAH1 antagonists: blockers of Siah-1 interaction with plectin peptide – biochemical, fluorescence polarization, rhodamine-plectin, uHTS, primary screen (AID 1817); Siah-1 / rhodamine-plectin peptide fluorescence polarization; higher % means a stronger effect; displacement, % at 20 µM; hits with a dose series show IC50 in µM; 290,000 tested, 0.02% active;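 active = displacement of at least 50% at 20 µM, with a fluorescence ratio check between 0.3 and a set limit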;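 note: plate controls were Siah plus tracer with DMSO for no effect and tracer alone without Siah for full effect; strong numbers were not always called active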
# Myeloid diff 2: myeloid differentiation induction; 360,000 tested, 1% active; calls only at 10 µM; ER-HoxA9 myeloid progenitors, lysozyme-GFP differentiation, flow cytometry;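 active = normalized GFP-positive differentiation at or above the plate's own cutoff, the solvent-only control mean plus 3 SD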;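 note: cells exposed to compound for four days before flow analysis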
# NOD1 NF-kB reporter: NOD1 signaling inhibitors, primary screen, cell-based, luminescence, uHTS (AID 1578). NOD1-driven NF-kB luciferase reporter cells, luminescence; higher % means a stronger effect. one-dose inhibition, % at 4 µM; EC50 in µM for titrated hits. 290,000 tested, 1% active; in the data active = inhibition mostly above about 36%, no sharp cut-off; inactive = mostly below about 34%;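 note: HEK-293T reporter cells stimulated with the NOD1 agonist gamma-tri-DAP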
# HEK293 NOD2/NF-kB: NOD2 signaling inhibitors, cell-based, luminescence, uHTS, HEK293 (AID 1566); HEK293 NOD2/NF-kB luciferase reporter, luminescence; higher % means a stronger effect; inhibition, % at 4 µM, or EC50 in µM where a hit was titrated; 290,000 tested, 0.63% active; note: many of its hits are not listed in these tables
# KOR beta-arrestin-1: KOR agonists, beta-arrestin recruitment, primary screen, cell-based, luminescence, uHTS (AID 1777); KOR beta-arrestin recruitment, luminescence; higher % means a stronger effect; activation, % at 10 µM, or EC50 in µM where a hit was titrated; 280,000 tested, 0.02% active; in the data active = activation above about 50%, passing the limit was not always enough; note: a part of the inactive calls stands beside numbers as strong as those of hits
# KOR beta-arrestin-2: kappa opioid receptor blockers – cell-based, luminescence, uHTS (AID 1778). KOR beta-arrestin recruitment, luminescence, antagonist mode; higher % means a stronger effect. 290,000 tested, 0.091% active. inhibition, % at 10 µM, or IC50 in µM where a hit was titrated; note: strong numbers were not always called active
# LYP inhibition: inhibitors of LYP phosphatase, biochemical, fluorescence intensity, uHTS (AID 1779). recombinant LYP phosphatase, fluorescence intensity; higher % means a stronger effect. one-dose inhibition, % at 11.5 µM; IC50 in µM for titrated hits. 290,000 tested, 0.054% active;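 note: plate controls were vehicle with enzyme for no effect and no enzyme for full effect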
# HIV peptide binding: inhibitors of HIV fusion peptide binding, primary screen, biochemical, uHTS, fluorescence dequenching (AID 1986). cell-free peptide binding, fluorescence dequenching, 30 min; higher % means a stronger effect. inhibition, % at 20 µM, or IC50 in µM where a hit was titrated. 290,000 tested, 0.3% active; in the data active = inhibition mostly above about 52%, no sharp cut-off; inactive = mostly below about 76%; note: some results filed as inactive read as strong as hits
# Myeloid diff 2 GFP+ MAC1+ %: second read-out of Myeloid diff 2, no call of its own (marks repeat the call); GFP+ MAC1+ double positive, %; measured here: differentiation confirmed by MAC1 staining
# The depositor's hits bear a star; i = inactive; . = no result given; [ ] = another dose, or the depositor's remark. Cut-off read from the data, not from the text of the source, unless noted: active = inhibition above about 50%; inactive = the rest. Only part of the results is shown; the hit share may differ from the screen's.
# Assay codes: A = PhoP inhibition; B = SIAH1 antagonists; C = Myeloid diff 2; D = Myeloid diff 2 GFP+ MAC1+ %; E = NOD1 NF-kB reporter; F = HEK293 NOD2/NF-kB; G = KOR beta-arrestin-1; H = KOR beta-arrestin-2; I = LYP inhibition; J = HIV peptide binding
Compound: O=C(NC1CCCCC1)c1ccc(N2CCOCC2)c([N+](=O)[O-])c1
  A = -8%; B = 4%; C = i; D = 0.4; E = -3%; F = -2%; G = -1.0%; H = 13%[20 µM]; I = -9%; J = 2.3%
Compound: CCOC(=O)C1(Cc2ccc(OC)cc2)CCN(C(=O)C2=CCCC2)CC1
  A = 7%; B = 3%; C = i; D = 0.7; E = -14%; F = 18%; G = -14%; H = -4%[20 µM]; I = -4%; J = 3.9%
Compound: CCCCc1c(O)nc(SCC(=O)N2CCOCC2)n(-c2ccccc2C)c1=O
  A = 0%; B = 0%; C = i; D = 2.5; E = -7%; F = 12%; G = -0.8%; H = -16%; I = -8%; J = 0.7%
Compound: CCOc1ccccc1NC(=O)c1oc2ccccc2c1NC(=O)C1CC1
  A = -1%; B = 2%; C = i; D = 1.4; E = -29%; F = 10%; G = 4.7%; H = -4%; I = -1%; J = -0.1%
Compound: Cc1nnc(N2CCOCC2)c2nn(-c3cccc(Cl)c3)c(C)c12
  A = -7%; B = 10%; C = i; D = 1.5; E = -3%; F = 22%; G = 3.5%; H = 20%; I = -4%; J = 0.4%
Compound: COc1ccc2nc(C)c(C(=O)OCCN(C)C)cc2c1
  A = .; B = 0%; C = .; D = .; E = -6%; F = 7%; G = -6.4%; H = -22%; I = -2%; J = -0.7%
Compound: CN(C)c1ccc(CN(C(=O)/C=C/c2ccccc2Cl)C2CCS(=O)(=O)C2)cc1 (stereo not drawn)
  A = -11%; B = -5%; C = i; D = 0.3; E = 2%; F = -14%; G = 3.2%; H = -44%; I = -5%; J = -1.8%
Compound: Cc1cc(C2CC(=O)Nc3ccccc3S2)c(C)s1 (stereo not drawn)
  A = -5%; B = -3%; C = i; D = 0.4; E = -10%; F = 16%; G = -2.7%; H = 8%; I = -6%; J = 0.8%
Compound: Nc1nc(SCC(=O)Nc2cc(-c3ccccc3)nn2-c2ccccc2)n[nH]1
  A = 0%; B = 2%; C = i; D = 8.1; E = -6%; F = -6%; G = 0.5%; H = 9%; I = -1%; J = -2.6%
Compound: C[C@H]1CCC[C@]2(O[C@@H](CCO)C[C@H](O)[C@H]2O)O1
  A = -2%; B = -4%; C = i; D = 0.8; E = -17%; F = 4%; G = 3.5%; H = -38%; I = -4%; J = 0.3%
Compound: O=C(NC1(C(F)(F)F)NC(=O)N(c2ccc(F)c(Cl)c2)C1=O)c1ccncc1 (stereo not drawn)
  A = -8%; B = 6%; C = i; D = 1.2; E = 2%; F = -4%; G = 5.4%; H = -30%; I = -8%; J = -0.5%
Compound: CN1C(=O)C(CC(=O)Nc2ccc3c(c2)Cc2ccccc2-3)N(C)C1=O (stereo not drawn)
  A = -16%; B = -3%; C = i; D = 1.2; E = -17%; F = 7%; G = 6.9%; H = -32%; I = -10%; J = 1.2%
Compound: CCc1nc(NCC2CCCO2)c(C#N)c2c1COC(C)(C)C2 (stereo not drawn)
  A = 2%; B = -4%; C = i; D = 0.6; E = -15%; F = -2%; G = -1.8%; H = 11%; I = -6%; J = -2.7%
Compound: C#CCOCCOCCOCCNc1nc(N2CCN(C(=O)[C@H]([C@@H](C)CC)n3cc([C@@H](N)CO)nn3)CC2)nc(N2CCN(C(=O)[C@H](CCCCN)n3cc([C@@H](N)CC(C)C)nn3)CC2)n1
  A = 3%; B = 12%; C = .; D = .; E = -12%; F = -1%; G = -3.3%; H = -6%; I = -11%; J = 3.0%
Compound: O=C(CSc1nnc(C2COc3ccccc3O2)o1)N1CCCc2ccccc21 (stereo not drawn)
  A = 9%; B = 1%; C = i; D = 1.8; E = -28%; F = -11%; G = -7.3%; H = 0%; I = 3%; J = -0.1%
Compound: Cc1sc(NC(=O)CN(Cc2ccc(F)cc2)C(=O)C(C)C)c(C(N)=O)c1C
  A = -7%; B = 2%; C = i; D = 2.0; E = 4%; F = 10%; G = -4.1%; H = -44%; I = 0%; J = -0.6%
Compound: O=C(O)C(F)(F)S(=O)(=O)O
  A = -4%; B = 0%; C = i; D = 0.6; E = 16%; F = -3%; G = -4.5%; H = -25%; I = -8%; J = -2.2%
Compound: COc1ccc(S(=O)(=O)N(CC(=O)NC2CC3CCC2C3)c2ccccc2OC)cc1 (stereo not drawn)
  A = 0%; B = 10%; C = i; D = 0.5; E = -31%; F = -20%; G = 1.4%; H = -23%; I = -5%; J = -0.5%
Compound: COc1ccc(NC(=O)CNC(=O)Cn2c(C)cc3ccccc3c2=O)c(OC)c1
  A = 0%; B = -2%; C = i; D = 0.2; E = -25%; F = -7%; G = -1.7%; H = 41%; I = -6%; J = -1.2%
Compound: Cc1ccc(COc2ccccc2C(=S)N2CCCC2)cc1
  A = 3%; B = -2%; C = i; D = 0.4; E = -20%; F = -11%; G = -6.7%; H = 10%; I = -7%; J = -1.9%
Compound: COC(=O)C(O)(CC(=O)Nc1ccc(OC(F)(F)F)cc1)C(F)(F)F (stereo not drawn)
  A = -7%; B = -1%; C = i; D = 7.3; E = -14%; F = 13%; G = -2.0%; H = -6%; I = 1%; J = 9.0%
Compound: CSc1ccc(C2C(C#N)=C(N)Oc3cc4c(cc32)OCO4)cc1 (stereo not drawn)
  A = 6%; B = 3%; C = i; D = 12; E = 19%; F = -32%; G = 5.4%; H = 6%; I = -6%; J = -1.7%
Compound: O=C(Oc1cccc(/C=N/Nc2nc(Nc3ccccc3)nc(N3CCOCC3)n2)c1)c1ccco1
  A = 8%; B = 7%; C = i; D = 0.7; E = -8%; F = -50%; G = 8.3%; H = 20%; I = 5%; J = 0.7%
Compound: CCn1c(COc2ccccc2)nnc1SCC(=O)NCc1ccco1
  A = 13%; B = 1%; C = i; D = 0.3; E = -20%; F = 19%; G = 3.5%; H = -8%[20 µM]; I = 0%; J = -0.7%

# 9 of the compounds above, bar-delimited.
smiles | PhoP inhibition | SIAH1 antagonists | Myeloid diff 2 | Myeloid diff 2 GFP+ MAC1+ % | NOD1 NF-kB reporter | HEK293 NOD2/NF-kB | KOR beta-arrestin-1 | KOR beta-arrestin-2 | LYP inhibition | HIV peptide binding
Cc1sc(NC(=O)CN(Cc2ccc(F)cc2)C(=O)C(C)C)c(C(N)=O)c1C | -7% | 2% | i | 2.0 | 4% | 10% | -4.1% | -44% | 0% | -0.6%
O=C(O)C(F)(F)S(=O)(=O)O | -4% | 0% | i | 0.6 | 16% | -3% | -4.5% | -25% | -8% | -2.2%
COc1ccc(S(=O)(=O)N(CC(=O)NC2CC3CCC2C3)c2ccccc2OC)cc1 (stereo not drawn) | 0% | 10% | i | 0.5 | -31% | -20% | 1.4% | -23% | -5% | -0.5%
COc1ccc(NC(=O)CNC(=O)Cn2c(C)cc3ccccc3c2=O)c(OC)c1 | 0% | -2% | i | 0.2 | -25% | -7% | -1.7% | 41% | -6% | -1.2%
Cc1ccc(COc2ccccc2C(=S)N2CCCC2)cc1 | 3% | -2% | i | 0.4 | -20% | -11% | -6.7% | 10% | -7% | -1.9%
COC(=O)C(O)(CC(=O)Nc1ccc(OC(F)(F)F)cc1)C(F)(F)F (stereo not drawn) | -7% | -1% | i | 7.3 | -14% | 13% | -2.0% | -6% | 1% | 9.0%
CSc1ccc(C2C(C#N)=C(N)Oc3cc4c(cc32)OCO4)cc1 (stereo not drawn) | 6% | 3% | i | 12 | 19% | -32% | 5.4% | 6% | -6% | -1.7%
O=C(Oc1cccc(/C=N/Nc2nc(Nc3ccccc3)nc(N3CCOCC3)n2)c1)c1ccco1 | 8% | 7% | i | 0.7 | -8% | -50% | 8.3% | 20% | 5% | 0.7%
CCn1c(COc2ccccc2)nnc1SCC(=O)NCc1ccco1 | 13% | 1% | i | 0.3 | -20% | 19% | 3.5% | -8%[20 µM] | 0% | -0.7%
